Screening data as filed in PubChem.
KCNQ2 block = KCNQ2 potassium channel inhibitors, primary screen, cell-based, CHO-K1, FluxOR thallium flux, B-score (AID 2156); O88943; 20 min; hits give low values; B-score at 10 µM; hit rate 1.1% among 310,000;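 active means fluorescence ratio B-score at most minus 3 library SDs, with starting brightness B-score within 2 library SDs, cut at about -5.5 in these data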
Target sequence (O88943 whole entry, looked up): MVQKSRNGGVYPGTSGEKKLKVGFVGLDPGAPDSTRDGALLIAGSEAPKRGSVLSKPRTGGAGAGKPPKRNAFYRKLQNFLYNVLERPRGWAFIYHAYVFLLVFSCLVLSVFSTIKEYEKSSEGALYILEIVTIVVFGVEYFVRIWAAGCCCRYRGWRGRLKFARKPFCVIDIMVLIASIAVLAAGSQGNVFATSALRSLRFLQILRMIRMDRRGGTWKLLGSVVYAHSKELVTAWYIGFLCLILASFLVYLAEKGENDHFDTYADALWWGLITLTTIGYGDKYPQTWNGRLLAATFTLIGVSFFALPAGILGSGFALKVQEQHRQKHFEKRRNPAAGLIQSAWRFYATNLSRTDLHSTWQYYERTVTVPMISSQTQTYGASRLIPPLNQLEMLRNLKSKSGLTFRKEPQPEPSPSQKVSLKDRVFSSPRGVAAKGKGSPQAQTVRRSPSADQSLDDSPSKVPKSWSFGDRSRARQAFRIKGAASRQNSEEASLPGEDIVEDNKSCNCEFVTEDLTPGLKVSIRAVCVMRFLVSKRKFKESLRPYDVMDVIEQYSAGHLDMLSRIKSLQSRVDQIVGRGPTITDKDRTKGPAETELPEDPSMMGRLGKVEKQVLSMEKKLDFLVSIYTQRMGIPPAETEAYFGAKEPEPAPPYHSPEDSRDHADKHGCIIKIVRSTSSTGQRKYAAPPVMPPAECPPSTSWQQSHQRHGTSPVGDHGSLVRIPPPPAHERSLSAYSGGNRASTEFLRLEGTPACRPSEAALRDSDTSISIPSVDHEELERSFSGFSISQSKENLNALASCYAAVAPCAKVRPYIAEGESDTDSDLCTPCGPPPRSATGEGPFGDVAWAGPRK
Kir21 inh = Kir2.1 (mouse) channel inhibition; HEK293-Kir2.1, FluxOR thallium flux fluorescence; hits give low values; B-score at 10 µM; hit rate 0.85% among 310,000; AID 1672;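 active means fluorescence ratio B-score at or below minus 3 SD of library scores, with starting-brightness B-score within 2 SD, cut at about -4.2 in these data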;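 further: channel flux triggered by added potassium and thallium sulfate stimulus; B-score of peak minus minimum fluorescence over baseline after thallium stimulus; more negative B-score means stronger Kir2.1 block with less thallium influx; some compounds called inactive have numbers as strong as hits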
STK33 kinase inh = human STK33 kinase inhibition; AID 2661; inhibition, % at 10 µM; purified STK33, MBP phosphorylation, ADP-Glo luminescence; hit rate 0.073% among 320,000;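 active means inhibition at or above 25%, using the most active replicate where run in duplicate; inactive means inhibition below 25%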
The depositor's hits bear a star; i = inactive; / = not tested or not shown.

Compound	KCNQ2 block	Kir21 inh	STK33 kinase inh
O=C(c1ccccc1)c1nn(-c2cccc(Cl)c2)ccc1=O	i	0.01	1.3
COc1ccc(-n2c(-c3ccc(C)cc3)n[nH]c2=S)cc1	i	0.3	-1.4
Fc1ccccc1NC(=S)NCc1ccccc1	i	0.06	-0.3
COC(=O)c1ccc(NC(=O)c2cc3sccc3n2C)cc1	i	1.4	-0.6
Cc1cccc(Oc2cc(NC(=O)c3ccccc3)cc([N+](=O)[O-])c2)c1	-7.3*	-0.96	0.4
N#Cc1nc(-c2ccc(Cl)cc2)oc1NCc1cccc2c1OCO2	i	-0.18	-0.8
CC(C)(C)c1ccc(OCC(=O)NNC(=O)CCc2ccccc2)cc1	i	0.18	-0.2
CCCCc1nnc(NC(=O)CN2C(=O)C3CCCCC3C2=O)s1 (configuration not stated)	i	-1.4	-0.7
COc1ccccc1NC(=O)CSCC(N)=O	i	1.7	-2.1
O=S(=O)(NCc1ccco1)c1cccc(S(=O)(=O)N2CCCCC2)c1	i	-1.3	-0.9
COc1ccc(NC(=O)c2c(NC(=O)CCC(=O)O)sc(-c3ccccc3)c2C)cc1	i	-1	-1.1
CCCCCCNC(=O)c1ccc(Br)o1	i	-0.81	0.8
CCOc1ccc(CNS(=O)(=O)c2cccs2)cc1OCC	i	2.4	-1.1
O=C(O)Cc1c(-c2ccccc2Cl)c2cc(Br)ccc2[nH]c1=O	i	-0.35	-1.1
CCN1C(=O)C2(Nc3ccccc3-c3nc4ccccc4n32)c2cc(OC)ccc21 (configuration not stated)	i	-1.2	-1.5
Cc1cccc(CNCc2ccccc2)c1	i	0.65	-1.3
CCOC(=O)c1c(NS(=O)(=O)Cc2ccccc2)sc2c1CCCC2	i	-3.3	-1.7
CC(C)[C@H](NS(=O)(=O)c1ccccc1)C(=O)OCC(=O)N1N=C(c2ccc(Cl)cc2)CC1c1ccco1 (some centres not stated)	i	-0.37	0.6
COc1cccc(NC(=O)CN(C)C(=O)c2ccc(NC(=O)CC3SC(N4CCCCC4)=NC3=O)cc2)c1 (configuration not stated)	i	1.5	0.4
Cn1ncc2c(Nc3ccccc3Cl)nc(Nc3ccccc3Cl)nc21	i	0.07	-0.5
CSc1cccc(NC(=O)CCCn2c(=O)c3cccn3c3cccnc32)c1	i	-1.9	-0.8
CCN1CCN(CC(=O)Nc2ccc3c(c2)OCCO3)C(=O)C1=O	i	0.97	-0.1
c1cnc2c(OCc3nc4ccccc4[nH]3)cccc2c1	i	-0.36	3.9
COc1cccc(C2NC(C)(C(=O)O)C3C(=O)N(C(C)C)C(=O)C23)c1O (configuration not stated)	i	0.01	-0.8
CCN(CC)c1ccc(/C=N/NC(=O)c2cccc(S(=O)(=O)Nc3ccccc3OC)c2)cc1	i	0.2	-1.8
Nc1ncc(Br)cc1S(=O)(=O)NCCC(=O)N1CCN(c2ncccn2)CC1	i	0.19	0.0
Cc1ccc(NC(=O)CN(C)C(=O)COc2c(Cl)cc(Cl)c3ccc(C)nc23)cc1	i	-0.23	0.6
CC1CN(C(=O)c2cccc(S(=O)(=O)Nc3ccc(Cl)cc3)c2)CC(C)O1 (configuration not stated)	i	0.49	-1.3
O=C(COC(=O)c1cc(=O)c2ccccc2o1)NC1CCCC1	i	-0.36	-2.6
O=C(CCl)Nc1cccc(S(=O)(=O)NC2=NCCC2)c1	i	-0.97	-0.3
CC1CN(C(=O)c2ccccc2Sc2ccccc2C#N)CC(C)O1 (configuration not stated)	i	-0.55	-1.1
Cc1ccc(C(C)NC(=O)c2cc3cc(Br)ccc3oc2=N)cc1 (configuration not stated)	i	-1.5	1.2
COc1ccc(CCNc2nc3c(c(=O)n(C)c(=O)n3C)n2C)cc1OC	i	-0.35	0.4
O=C(CSc1ccc(Cl)cc1)Nc1ccc(N2CCN(c3ccccc3)CC2)c(F)c1	i	0.5	-0.4
COC(=O)C(Cc1ccc(O)cc1)NC(=O)CCc1nc2ccccc2s1 (configuration not stated)	i	1.1	-1.7
COc1ccc(CC(=O)N2CCc3ccccc3C2)cc1	i	1.2	-1.8
COc1ccc(S(=O)(=O)c2snnc2C)cc1	i	-1.9	0.5
O=C(CCNC(=O)c1ccco1)Nc1ccc(Cl)cc1F	i	-1.2	-2.8
O=C(NC(=S)NC1CCSC1=O)c1ccccc1F (configuration not stated)	i	2.1	-0.8
CCOc1ccc(NC(=O)C(CC)n2nc(C)c3c(C)n(-c4ccccc4)nc3c2=O)cc1 (configuration not stated)	i	0.59	-0.7
COc1ccc(S(=O)(=O)N2CCOC2CNC(=O)C(=O)NCCc2ccccc2)cc1OC (configuration not stated)	i	-1.5	-0.2
COc1ccc(OC)c(NC(=O)CC2C(=O)NCCN2C(=O)Nc2cccc(Cl)c2)c1 (configuration not stated)	i	0	5.3
COc1ccc(CC(=O)Nc2cccc(-c3cn4ccccc4n3)c2)cc1	i	0.03	-0.2
COc1cc(S(=O)(=O)NCc2ccccc2)ccc1-n1cnnn1	i	1.1	1.1
C=CCNC(=O)CN1c2cccc3cccc(c23)S1(=O)=O	i	-1.4	0.2
Cn1ncc2c(NNC(=O)c3ccc(Cl)c(Cl)c3)ncnc21	i	0.82	-1.1
Cc1ccc2nc(SCc3ccccc3)c(C=O)c(=O)n2c1	i	-1.9	-0.8
CCOC(=O)c1c(NC(=O)CSc2nnc3ccccn23)sc2c1CCC2	i	-0.78	-1.2
O=C(NCCN1C(=O)S/C(=C\c2ccc(Cl)c(Cl)c2)C1=O)C1COc2ccccc2O1 (configuration not stated)	i	0.3	-1.2
CCNCCNC(=O)c1c(O)c2c([nH]c1=O)CCCC2	i	0.91	-1.0
Cc1ccc(OCC(O)CN2C(=O)NC(C)(C)C2=O)cc1C (configuration not stated)	i	-0.82	-1.3
COc1ccc(CNC(=O)CN(C(=O)Cn2nnc(-c3ccccc3F)n2)c2ccc(C)cc2)cc1	i	-1.1	0.1
CN(C)CCCn1c(=O)n(Cc2ccccc2)c(=O)c2c3c(sc21)CCCCC3	i	-3.2	-0.5
CCCCn1c(N)c(N(CCOC)C(=O)CC(NC(=O)c2ccccc2)c2ccccc2)c(=O)[nH]c1=O (configuration not stated)	i	-0.7	-1.0
Cc1cc(C(=O)N2CCN(Cc3ccc4c(c3)OCO4)CC2)on1	i	0.21	-0.1
CCc1n[nH]c(=O)c2cc3cc(OC)ccc3n12	i	-0.43	-1.2
CC(Oc1cccc(Cl)c1)C(=O)Nc1ccc(S(=O)(=O)Nc2ncccn2)cc1 (configuration not stated)	i	-0.37	-1.1
COC(=O)c1cc(OC)c(OC)cc1NCC(=O)Nc1ccc(C)cc1	i	0.37	/
O=C(NCCC1=CCCCC1)c1c(O)nc2sccn2c1=O	i	0.09	/
Cc1ccc(-n2[nH]c(C)c(C=Nc3ccc(S(=O)(=O)Nc4nccs4)cc3)c2=O)cc1	i	1.2	0.5

Single records, from the list above. Order of values: KCNQ2 block | Kir21 inh | STK33 kinase inh
`CC1CN(C(=O)c2ccccc2Sc2ccccc2C#N)CC(C)O1` (configuration not stated) is listed with i | -0.55 | -1.1
`CCOc1ccc(NC(=O)C(CC)n2nc(C)c3c(C)n(-c4ccccc4)nc3c2=O)cc1` (configuration not stated) is listed with i | 0.59 | -0.7
`O=C(NCCC1=CCCCC1)c1c(O)nc2sccn2c1=O` is listed with i | 0.09 | /
`O=C(NC(=S)NC1CCSC1=O)c1ccccc1F` (configuration not stated) is listed with i | 2.1 | -0.8
`CCCCCCNC(=O)c1ccc(Br)o1` is listed with i | -0.81 | 0.8

Records above that bear a hit mark in KCNQ2 block:
Compound	KCNQ2 block	Kir21 inh	STK33 kinase inh
Cc1cccc(Oc2cc(NC(=O)c3ccccc3)cc([N+](=O)[O-])c2)c1	-7.3*	-0.96	0.4

Other records follow:
Compound	KCNQ2 block	Kir21 inh	STK33 kinase inh
COc1ccccc1N1CCN(C/C(C)=C/c2ccccc2)CC1	i	0.68	-1.9
O=C(COC(=O)CNC(=O)c1ccccc1)Nc1ccc(Cl)cc1C(F)(F)F	i	0.56	0.1
O=C(COC(=O)c1ccco1)NC(c1ccccc1)c1ccccc1	i	-2.6	1.6
O=C(CSc1nc2scc(-c3ccco3)c2c(=O)n1-c1ccccc1)N1CCOCC1	i	0.13	-0.4
COc1ccc(C(=O)Nn2cnnc2)cc1	i	0.68	-0.4
Cc1ccccc1NC(=O)NCc1ccccn1	i	1.5	-1.6
CCC1CCCCN1CCCNC(=O)c1ccc(CS(=O)(=O)c2ccccc2OC)o1 (configuration not stated)	i	-1.1	-0.7
N#CCCCCn1c(-c2cncs2)nc2ccccc21	i	-0.31	-0.4
C/C(=N\OCC(=O)Nn1c(=O)[nH]c2ccccc2c1=O)c1ccccc1	i	-0.26	0.0
FC(F)(F)c1cccc(OCC2CNC(=S)O2)c1 (configuration not stated)	i	-0.68	-0.3
CCOC(=O)Cc1csc(/N=C/c2c(O)n(-c3ccccc3C(F)(F)F)c(=O)c3ccccc23)n1	i	-0.05	-0.3
Cc1cc(C)n(-c2nc3ccccc3nc2N2CCC(C)CC2)n1	-6.8*	-2.3	-0.7
Cc1cccc(C2c3[nH]c4ccccc4c3CCN2C(=O)CN2CCOC2=O)n1 (configuration not stated)	i	-0.06	-2.1
O=C(Cc1ccc(Cl)cc1)c1c[nH]c(C(=O)NCCCn2ccnc2)c1	i	-0.01	-0.9
Cc1cccc(NC(=S)NCCc2c[nH]c3ccccc23)c1	i	-1.9	-2.3
O=C(/C=C/c1cnc2ccccc2n1)NC1CCCCCC1	i	0.17	1.4
CCn1c(SCCC(C)C)nnc1-c1c[nH]c2ccccc12	i	-0.33	-0.7
Cc1nn(CC(=O)NCCc2ccc(Cl)cc2)c(=O)c2cccn12	i	-0.94	-1.9
CCOc1ccc(C(=O)CSCCC(=O)O)cc1	i	1.7	-9.5
CCOC(=O)N1CCN(c2c(N3CCN(c4ccc(OC)cc4)CC3)c(=O)c2=O)CC1	i	-0.18	0.5
O=C1COc2ccc(C(=O)COC(=O)c3ccco3)cc2N1	i	0.01	0.4
COc1ccc(CCN2CC(C(=O)NCCc3ccc(C(F)(F)F)cc3)CCC2=O)cc1 (configuration not stated)	i	-0.33	/
Cc1ccc(Sc2ccc(C(=O)NC(C)C)cc2[N+](=O)[O-])cc1	i	0.92	-1.3
OC(CNCc1cccs1)c1ccccc1 (configuration not stated)	i	0.84	-2.4
COc1cc(NC(=O)Cn2ccsc2=N)cc(OC)c1	i	2.2	-0.2
O=C(c1nc2ccccn2c1CN1CCCC(OCc2ccccc2)C1)N1CCCC1 (configuration not stated)	i	0.1	-1.7
O=C(Nc1nc(-c2ccc(F)c(F)c2)cs1)c1cc([N+](=O)[O-])ccc1N1CCOCC1	i	0.05	-1.5
COC(=O)c1c(N)nc(C)n1-c1ccc(OC)cc1	i	0.57	0.2
C/C(=C\c1ccccc1)C(=O)Nc1nc2ccc([N+](=O)[O-])cc2s1	i	0.52	2.8
NCCNC(=O)Cc1cccc(NC(=O)Cc2ccc(Nc3ncnc4c3ncn4[C@@H]3O[C@H](CO)[C@@H](O)[C@H]3O)cc2)c1	i	-0.45	-0.9
Cc1ccccc1NC(=O)CSCCO	i	-2.3	1.2
O=C(c1ccc2c(=O)n(Cc3ccc(Cl)cc3)c(=S)[nH]c2c1)N1CCCC1	i	-0.27	1.6
COc1ccc(/C=N/OCC(=O)NC(c2ccccc2)c2ccccc2)cc1OC	i	1.1	-1.1
O=C1CS/C(=N\c2ccccn2)N1C1CCCCC1	i	2.1	1.2
O=C(c1cccc(C(F)(F)F)c1)C1CCCN(C(=O)CN2CCOC2=O)C1 (configuration not stated)	i	-0.63	-1.9
O=S(=O)(Nc1ccc(Br)cc1)N1CCOCC1	i	0.12	-1.0
O=C(CN(Cc1ccco1)C(=O)CNS(=O)(=O)c1ccc(F)cc1)NCc1ccccc1	i	-0.32	-0.4
Cc1cc(=O)oc2cc(NC(=O)CC3(CC(=O)O)CCCC3)ccc12	i	2	-0.6
CCOc1ccc(OCC)c(S(=O)(=O)NCc2cccnc2)c1	i	1.4	9.1
Cc1nc(-c2ccc(S(=O)(=O)N3CCN(c4cccc(C)c4C)CC3)cc2)co1	i	0.07	-0.4
CC(=O)Nc1ccc(S(=O)(=O)Nc2cccc(C(=O)Nc3ccccc3C(=O)O)c2)cc1	i	-0.27	0.0
O=C(c1nsnc1-c1ccccc1O)N1CCCCC1	i	-2.8	-1.1
COCCCNC(=S)NCCNc1nc2cc(C)c(C)cc2cc1C#N	i	-0.01	-1.3
